PriA SSB inh: inhibitors of Klebsiella pneumoniae PriA binding to SSB C-terminal tail; inhibition, % at 33 µM; 430,000 tested, 0.6% active; AID 1272365; AlphaScreen SSBct-PriA binding, biotinylated peptide; in the data active = inhibition mostly above about 37%, no sharp cut-off; inactive = mostly below about 20%;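 note: plate controls were negative control peptide for no effect and reference peptide for full effect; strong numbers were not always called active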
An asterisk follows results filed as active; & = joins results of further samples. Not all compounds are listed, so the mix of outcomes need not match the whole.

| SMILES | PriA SSB inh |
| --- | --- |
| COC(=O)c1sccc1S(=O)(=O)NCc1cncc(-c2ccsc2)c1 | -9 |
| Cc1cc(C)c(NC(=O)CCc2ccccc2)c(Cl)c1 | -7 |
| O=C(CSc1ccc(F)cc1)N1CC(c2nc(-c3cccc(C(F)(F)F)c3)no2)C1 | -29 |
| O=C(c1ccc(=O)[nH]n1)N1CCSC(c2ccccc2Cl)CC1 (stereo not given) | 3 |
| Cc1ccc(S(=O)(=O)Nc2nc(C)c(C(=O)NCc3ccco3)s2)cc1 | -12 |
| CN(C)S(=O)(=O)c1ccc(C(=O)NCC#CCOc2ccccc2C(N)=O)cc1 | -5 |
| O=C(Cn1c(=O)n(Cc2ccc(Cl)cc2)c(=O)c2ncccc21)Nc1ccc2c(c1)OCCO2 | 0 |
| Cc1nc(N(C)C)nc(C)c1NC(=O)Nc1ccccc1 | -9 |
| C=CC(C)(C)OCC(O)CN1CCN(c2cc(Cl)ccc2C)CC1 (stereo not given) | -10 |
| CCC(C)N1C(=O)CNC1=S (stereo not given) | 8 |
| O=C(O)/C=C\C(=O)Nc1ccc(Cl)c(Cl)c1 | -1 |
| O=S(=O)(NCCOc1ccc2nnc(-c3cccc(F)c3)n2n1)c1cccs1 | -6 |
| O=C(Cc1noc2ccccc12)Nc1cc(-n2cncn2)ncn1 | -4 |
| COc1ccc(S(=O)(=O)N2CC(n3cc(COc4ccccc4)nn3)C2)cc1C(N)=O | -14 |
| C[C@]12CCC(O)CC1=CCC1C2CC[C@]2(C)C(=NNC(N)=S)CCC12 (stereo not given in full) | -5 |
| COC(=O)c1ccccc1NC(=O)c1cccn(Cc2ccccc2F)c1=O | 7 |
| COc1ccc(CC(=O)N2CCN(c3cc(C(F)(F)F)ncn3)CC2)cc1Cl | -2 |
| Cc1noc(CNC(=O)C2CCCN(c3cc(-n4cncn4)ncn3)C2)n1 (stereo not given) | 1 |
| O=C(COc1ccccc1)Nc1nc2c(Cl)c(Cl)ccc2s1 | -26&-15 |
| Cc1ccc(-c2csc3ncnc(Nc4ccc(Cl)c(C(F)(F)F)c4)c23)cc1 | -2 |
| Cc1ccc(NC(=O)c2ccc(NN=Cc3cccc(O)c3)c([N+](=O)[O-])c2)cc1 | 6 |
| CN(C)S(=O)(=O)N1CCC(CSc2ccccn2)CC1 | -9 |
| CS(=O)(=O)c1ccc2nc(NC(=O)c3cc4n(n3)CCCO4)sc2c1 | -8 |
| O=S(=O)(c1ccccc1)c1nnn2c1nc(Nc1cccc(F)c1)c1ccccc12 | -1 |
| CC(=O)NS(=O)(=O)c1ccc(NC(=O)c2ccc(-n3ccnc3C)nn2)cc1 | -14 |
| CCCN1CCCc2cc(CCNS(=O)(=O)c3ccccc3F)ccc21 | 50* |
| COc1ccc(NC(=O)CN2CCC3(CC2)NC(=O)N(C)C3=O)c(OC)c1 | -10 |
| CCOC(=O)CN1C(=O)N(c2ccc(OC)cc2)c2ncccc2S1(=O)=O | 2 |
| O=C(CCc1ccc(O)c(O)c1)NN=Cc1cc2c(cc1[N+](=O)[O-])OCO2 | -8 |
| O=S(=O)(c1ccc2c(c1)OCCO2)N1CCC(CSc2ccccn2)CC1 | 3 |
| CCc1cnc2c(c1SCC(=O)Nc1cc(C(F)(F)F)ccc1Cl)c(=O)n(C)c(=O)n2C | -9 |
| CCOc1cc(-c2ccc(OC)cc2)nc2ccc(NC(=O)C3CCCC3)cc12 | 6 |
| CC(C)NC(=O)CC(=O)NN=Cc1ccc(F)cc1 | 7 |
| O=C(c1cccc2c1OCCO2)N1CCc2nc3ccc(F)cn3c(=O)c2C1 | -1 |
| CSc1ccccc1NC(=O)C(=O)NCC1CCN(C2CCCC2)CC1 | -14 |
| COc1cccc2sc(N3CC(C(=O)O)C3)nc12 | -13 |
| O=C(NCC1(c2cccs2)CCCC1)[C@H]1CC(=O)N(c2ccccc2)C1 | -1 |
| Cc1nc2c(sc3ccccc32)c(=O)n1CC(=O)Nc1ccc(Cl)cc1 | -12 |
| O=C(NC[C@@](O)(c1ccco1)C1CC1)c1ccsc1 | -8 |
| COc1ccc(N2CCCS2(=O)=O)cc1NC(=O)C(=O)NCCC1=CCCCC1 | -4 |
| O=C(c1ccc(N2C(=O)CCC2=O)cc1)N(Cc1ccccn1)c1nc2ccccc2s1 | -9 |
| O=C(CSc1nc2scc(-c3ccco3)c2c(=O)n1-c1ccccc1)c1ccc2c(c1)OCO2 | -1 |
| O=C(NC1CC1)c1cn[nH]n1 | -12 |
| Cn1nnn(-c2ccc(NC(=O)NCc3cccc4ccccc34)cc2)c1=O | 1 |
| O=C(c1ccc(C(F)(F)F)cc1)N1CCC(COCc2ccc(Cl)cc2)CC1 | -10 |
| Cc1ccc(N2CC(C(=O)NCCn3cccnc3=O)CC2=O)cc1C (stereo not given) | 41 |
| CC(=O)c1cccc(NC(=O)C2CN(C(=O)c3ccc4c(c3)OCO4)C2)c1 | -5 |
| Cc1cc(C)n(CC(=O)NN=Cc2ccco2)n1 | 1 |
| CSCC[C@](C)(O)CNC(=O)C(=O)NCc1ccc(F)cc1 | -11 |
| COc1ccccc1-c1nc(SCC(=O)Nc2ccc(NC(C)=O)cc2)c2c(=O)n(C)c(=O)n(C)c2n1 | -3 |
| Cc1ccc(NC(N)=Nc2nc(CSc3nnc(C)s3)cc(=O)[nH]2)c(C)c1 | -1 |
| CSC[C@@](C)(O)CNC(=O)CCCc1ccccc1 | -15 |
| COc1ccc(CC(=O)NCc2nnc(SCC(=O)Nc3ccc(OC)cc3)n2-c2ccccc2)cc1 | -15 |
| O=C(c1ccccn1)N1CCC(Oc2cccnc2)CC1 | -7 |
| CCOc1ccc(-c2cc3c(SCc4ccc(F)cc4Cl)nccn3n2)cc1 | -6 |
| COC(=O)c1nn(-c2ccccc2)c(Cl)c1C=NOCc1ccc(Cl)cc1Cl | 1 |

(further entries)
| SMILES | PriA SSB inh |
| --- | --- |
| COc1ccc(Cl)c2sc(NC(=O)c3cccc(F)c3)nc12 | -18 |
| Cc1ccc(N2C(=O)CNC2=S)cc1 | 13 |
| C=CCN1C(=O)C(Cc2ccc(F)cc2)SC1=NN=Cc1ccco1 (stereo not given) | -3 |
| Nc1nnc(C2=COCCO2)o1 | -11 |
| COc1ccc(S(=O)(=O)N2CCCN(S(=O)(=O)c3ccc(OC)c(OC)c3)CC2)cc1OC | -15&-3 |
| O=C(CNC(=O)c1cccs1)NN=Cc1c(F)cccc1Cl | 0 |
| O=C(NCCOc1ccccc1)NCC1(c2ccc(F)cc2)CC1 | -23 |
| COc1cccc(C=NNC(=O)C(C)n2nc(C)c([N+](=O)[O-])c2C)c1O (stereo not given) | 12 |

4 compounds picked at random from those above:
| SMILES | PriA SSB inh |
| --- | --- |
| O=C(c1cccc2c1OCCO2)N1CCc2nc3ccc(F)cn3c(=O)c2C1 | -1 |
| CN(C)S(=O)(=O)c1ccc(C(=O)NCC#CCOc2ccccc2C(N)=O)cc1 | -5 |
| Cc1ccc(-c2csc3ncnc(Nc4ccc(Cl)c(C(F)(F)F)c4)c23)cc1 | -2 |
| O=S(=O)(NCCOc1ccc2nnc(-c3cccc(F)c3)n2n1)c1cccs1 | -6 |

Continued:
| SMILES | PriA SSB inh |
| --- | --- |
| Cc1cccc(C)c1OCCN1C(=O)C(C)CNc2ccccc21 (stereo not given) | -6 |
| COc1cccc([C@@H]2SCCN2C(=O)c2cccc(C(F)(F)F)c2)c1 | -3 |
| Cc1nnc(NN=Cc2ccc([N+](=O)[O-])cc2)n1N | -14 |
| CCCN1CCCc2cc(CCNC(=O)OCC)ccc21 | 71 |
| O=C(COc1ccc(-n2cccn2)nn1)Nc1nccs1 | -2 |
| O=C(O)C1(c2ccccc2)CCCC1 | -12&-10 |
| Cc1ccnc(Nc2ccc(N3CCN(C(=O)c4ccc(C(F)(F)F)cc4)CC3)nn2)c1 | -2 |
| COc1ccccc1/C=C/C=NN1CCN(Cc2cccc3ccccc23)CC1 | 12 |
| CC(=NN=C1NC(=O)C(CC(=O)NCc2ccccc2)S1)C(C)C (stereo not given) | 2 |
| COc1ccc(C=Nn2c(C)nnc2C)c(OC)c1OC | -7 |
| CCC(C=NNC(=O)C(=O)NN=CC(CC)CC)CC | 1 |
| O=S(=O)(CCc1ccccc1)NCC(c1ccsc1)N1CCc2ccccc2C1 (stereo not given) | -4 |
| O=C(Nc1ccccc1Cl)c1ccc(Nc2nc(-c3ccccc3)c3cc(Br)ccc3n2)cc1 | -2 |
| O=C(NCCOc1ccccc1)c1ccccc1C(F)(F)F | 4 |
| COc1ccc2c(c1)CCCC2(O)CNS(=O)(=O)c1cn(C(C)C)cn1 (stereo not given) | -11 |
| CCCOc1cc(S(=O)(=O)NCc2ccc3c(c2)OCO3)ccc1Cl | -3 |
| Cc1ccc(-c2ccc3nnc(CCC(=O)N4CCN(c5ccccc5F)CC4)n3n2)cc1C | -14 |
| O=C(COc1ccc(C=NNC(=O)c2cc3ccccc3o2)cc1Br)Nc1ccccc1 | -6 |
| NCCc1csc2nc(-c3cccc(F)c3)nn12 | 16 |
| CCc1ccccc1NC(=O)C(=O)NCC1CCN(Cc2cccs2)CC1 | -10 |
| N#Cc1cccnc1OC1CCN(C(=O)Cc2c[nH]c3ccccc23)CC1 | 2 |
| Brc1ccc(-c2nnc3sc(/C=C/c4ccccc4)nn23)cc1 | -2 |
| Cc1cc2c(c(=O)n1Cc1ccccc1)[C@H](Cc1ccccc1)C(C#N)C(=N)O2 (stereo not given in full) | -29 |
| CC(=NNC(=O)COc1ccc(C(C)(C)C)cc1)c1ccc(OC(F)F)cc1 | 11 |
| CCn1nnc2c(SCc3cccc4ccccc34)ncnc21 | -12 |
| CSc1ccccc1NC(=O)[C@@H]1CSc2ncc(C)c(=O)n2C1 | -6 |
| O=C(NN=Cc1ccccc1O)C(=O)Nc1ccccn1 | -2 |
| Cc1cc(C)cc(OCCNS(=O)(=O)c2ccccc2Cl)c1 | -28&-9 |
| O=C(c1ccc(-n2cccc2)cc1)N(CCc1cccs1)C1CCOCC1 | 0 |
| CC1C(=O)NCCN1C(=O)c1nc2ccccc2s1 (stereo not given) | 0 |
| FC(F)(F)c1ccccc1Nc1nc(-c2ccccc2)c2cc(Br)ccc2n1 | 7 |
| S=c1[nH]nc(COc2ccccc2)n1N=Cc1ccccc1Br | 1 |
| Cc1csc(C(=O)N2CCC(c3nnc(-c4ccco4)o3)CC2)c1 | -14 |
| COc1ccc([C@@H]2CC(=O)N3CCSC3=N2)cc1 | -16 |
| CC(=O)c1ccc(NC(=O)C2CCN(c3ccc(-c4ccc(F)cc4)nn3)CC2)cc1 | 6 |
| CCOC(=O)N1CCC(NC(=O)c2cnn3c2OCCC3)CC1 | -20 |
| CC(C)c1ccc(/C=C\C(=O)Nc2ncc(Cc3ccc(F)cc3)s2)cc1 | -10 |
| CN(C)C=Nc1c(C#N)cnn1-c1nc2ccccc2s1 | -19 |
| Cc1ccc2nc(C3CN(C(=O)c4ccsc4)C3)[nH]c2c1 | 10 |
| O=S(=O)(NCC(c1ccco1)S(=O)(=O)c1ccc(F)cc1)c1ccc2c(c1)OCCO2 (stereo not given) | -10 |
| COc1ccc(-c2nc(NC(=O)c3cccc(S(C)(=O)=O)c3)sc2C)cc1 | 2&2 |
| Cn1c(=O)[nH]c(=O)c2c1n1c(-c3c(F)cccc3Cl)nnc1n2C | 3 |
| CC1(C)C2CCC1(CS(=O)(=O)N1CCc3ccccc31)C(=O)C2 (stereo not given) | -17 |
| O=C(Nc1nc2ccc(Br)cc2s1)c1cccc(Cl)c1 | -25&0 |
| Cn1c(=NC(=O)/C=C/c2ccccc2Cl)sc2cc(S(C)(=O)=O)ccc21 | -3 |
| CCOc1ccc(NC(=O)CC(C)n2nc(C)c(C)c2C)cc1 (stereo not given) | -2 |
| CC(CC(=O)Nc1ccc(C)c(Cl)c1)=NNC(=O)Cc1cnc(N)s1 | -8 |
| O=C(NC1CCCCC1)N1CCN(c2ccc3nnc(C4CC4)n3n2)CC1 | 9 |

The final 7 entries of the part above lead into the next.
| SMILES | PriA SSB inh |
| --- | --- |
| Cn1c(=O)[nH]c(=O)c2c1n1c(-c3c(F)cccc3Cl)nnc1n2C | 3 |
| CC1(C)C2CCC1(CS(=O)(=O)N1CCc3ccccc31)C(=O)C2 (stereo not given) | -17 |
| O=C(Nc1nc2ccc(Br)cc2s1)c1cccc(Cl)c1 | -25&0 |
| Cn1c(=NC(=O)/C=C/c2ccccc2Cl)sc2cc(S(C)(=O)=O)ccc21 | -3 |
| CCOc1ccc(NC(=O)CC(C)n2nc(C)c(C)c2C)cc1 (stereo not given) | -2 |
| CC(CC(=O)Nc1ccc(C)c(Cl)c1)=NNC(=O)Cc1cnc(N)s1 | -8 |
| O=C(NC1CCCCC1)N1CCN(c2ccc3nnc(C4CC4)n3n2)CC1 | 9 |
| O=C(NCc1cnn2ccccc12)c1csc(-c2ccccc2)n1 | 5 |
| O=C(C1c2ccccc2Oc2ccccc21)N1CCC(S(=O)(=O)Cc2ccco2)C1 (stereo not given) | -9 |
| COc1ccc(N2C(=O)CC(C3CCCC=C3N3CCOCC3)C2=O)c(OC)c1 (stereo not given) | 0 |
| O=C(Nc1ccc2cn[nH]c2c1)C1CN(C(=O)c2cccs2)C1 | -9 |
| Cc1cc(=O)n(CC(=O)N2CCCc3ccccc32)c(N2CCCCC2)n1 | 6 |
| COc1nn(C)cc1C(=O)NCCn1ccn2nccc12 | 1 |
| Cc1nc(-c2ccccc2NC(=O)c2cc(C3CC3)on2)cs1 | 7 |
| COc1ccc(C=NNC(=O)CCN2CCN(c3ccccc3)CC2)c(OC)c1OC | 3 |
| CC(C)C(=O)Nc1ccc2c(c1)N(S(C)(=O)=O)CCC2 | -8 |
| Cc1ccc(C(=O)ON=C(c2nonc2N)N(C)C)cc1 | -22 |
| Cc1ccccc1[C@@H]1CCN(C(=O)c2cccc(-n3cccn3)c2)CCS1 | -6 |
| N#CCc1cc(-c2ccccc2)on1 | -1 |
| Cn1cc(C(=O)NN=C/C(Br)=C/c2ccccc2)ccc1=O | -14 |
| O=C(COc1ccc(Cl)cc1)NCc1nnc(SCC(=O)Nc2nc3ccccc3s2)n1-c1cccc(C(F)(F)F)c1 | -36 |
| Cc1ccc(S(=O)(=O)c2nnn3c2nc(NC2CCCC2)c2ccccc23)cc1C | 5 |

Screening data: PubChem BioAssay, Small Molecule Screening Facility, UW Madison
